# Hsp70 displacement: Hsp70 inhibitors, probe displacement, primary screen, biochemical, fluorescence polarization (AID 583); Hsp70 fluorescence polarization probe displacement, mP; higher % means a stronger effect; displacement, % at 20 µM; hits with a dose series show IC50 in µM; 0.06% of 140,000 active; in the data active means displacement above about 50%;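 further: plate controls were vehicle for no effect and reference ligand for full effect; a part of the inactive calls stands beside numbers as strong as those of hits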
# Rat MKP-3 inhibitors: inhibition of rat DUSP6 enzyme activity – biochemical, in vitro, primary screen (AID 425); recombinant MKP-3 phosphatase activity, fluorescence; higher % means a stronger effect; inhibition, % at 20 µM; hits with a dose series show IC50 in µM; 0.17% of 110,000 active; in the data active means inhibition above about 50%;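 further: plate controls were vehicle for no effect and reference inhibitor for full effect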
# * marks the source's active call; other numbers are inactive results; x = no result given; & = joins results of further samples. Not all compounds are listed; the hit share may differ from the screen's.
# The opening four records, ahead of the listing:
SMILES,Hsp70 displacement,Rat MKP-3 inhibitors
C=CCn1c(C)c(C=C2C(=O)NC(=S)NC2=O)c2ccccc21,-9.3%,-1.8%
C[N+]1(C)CCN(c2ccccc2)CC1,4.7%,-3.3%
c1cc2c(cc1CCNC1CCCCCC1)OCO2,0.0%&5.9%,2.7%
CSc1nnc(C2CCNCC2)n1C,-0.5%,-4.5%

# All compounds of this part, repeating the preview:
SMILES,Hsp70 displacement,Rat MKP-3 inhibitors
C=CCn1c(C)c(C=C2C(=O)NC(=S)NC2=O)c2ccccc21,-9.3%,-1.8%
C[N+]1(C)CCN(c2ccccc2)CC1,4.7%,-3.3%
c1cc2c(cc1CCNC1CCCCCC1)OCO2,0.0%&5.9%,2.7%
CSc1nnc(C2CCNCC2)n1C,-0.5%,-4.5%
COc1ccc(N=C2SCCCN2C)cc1,3.1%,x
CN(C)CC1CSCCC1(O)c1ccccc1 (stereo not given),8.5%,x
CCCCOC(=O)C1=C(N)OC2=C(C(=O)CC(C)(C)C2)[C@]12C(=O)N(C)c1ccccc12,0.6%,-5.7%
COc1ccc(C=C2C(=O)NC(=O)NC2=O)cc1OCc1ccc(Cl)cc1Cl,1.3%,7.4%
Cn1c(O)c(C=NC2C(=O)C3(C)CCC2C3(C)C)c(=O)n(C)c1=O (stereo not given),-0.6%,-10.0%
Cc1ccccc1NC1=NCCCS1,-4.9%,-0.7%
Cn1c(O)c(C=NCCCC(=O)O)c(=O)n(C)c1=O,2.0%,x
Cc1nc2ccccc2c(=O)n1-c1ccc([N+](=O)[O-])cc1,1.3%,-3.0%
CN1C(=O)N(C)C(=O)C2(Cc3cc(N)ccc3N3CCN(c4ccccc4F)CC32)C1=O (stereo not given),-4.0%,-5.0%
COC(=O)C1C2c3ccccc3OC1(C)N=c1s/c(=C/c3cnn(C)c3)c(=O)n12 (stereo not given),2.8%,9.0%
CN(Cc1ccccc1)Cc1ccccc1OC(=O)N(C)C,-4.7%,-1.5%
Cc1ccccc1-n1c(/C=C/c2ccc(Br)cc2)nc2ccccc2c1=O,0.9%,-1.0%
Cc1nc2nc(C)c(CCC(=O)N3CCC4(CC3)OCCO4)c(C)n2n1,-1.4%,-3.8%
Cc1cccn2c(=O)c3cc(C(=O)N4CCC5(CC4)OCCO5)n(C)c3nc12,4.4%,4.5%
COc1ccc(C2C(C(=O)N3CCC4(CC3)OCCO4)c3cc(OC)c(OC)cc3C(=O)N2C)cc1 (stereo not given),1.2%,4.7%
CC(C)N1CCN(Cc2ccc(Br)cc2)CC1,-1.1%,5.0%
CCOC(=O)c1ccc(N2C(=O)CC(N3CC=C(c4ccc(F)cc4)CC3)C2=O)cc1 (stereo not given),-7.8%,-0.7%
COc1ccc(C(=O)C(C)(C)NO)cc1,0.2%,3.4%
C=Cn1ccnc1P(=S)(c1nccn1C=C)C1CCCCC1,6.5%,-3.6%
COc1ccc(/C=C2/C(=O)NC(=O)N(C3CCCCC3)C2=O)cc1CSc1ccccn1,-4.2%,x

# Profiles, looked up by structure. Order of values: Hsp70 displacement | Rat MKP-3 inhibitors
# CCOC(=O)c1ccc(N2C(=O)CC(N3CC=C(c4ccc(F)cc4)CC3)C2=O)cc1 (stereo not given) as listed: -7.8% | -0.7%
# C=Cn1ccnc1P(=S)(c1nccn1C=C)C1CCCCC1 as listed: 6.5% | -3.6%

# Next records
SMILES,Hsp70 displacement,Rat MKP-3 inhibitors
Cc1[nH]c2ccccc2c1/C=N/O,-1.1%,2.8%
Cc1ccc(S(=O)(=O)NCC2CCC(C(=O)N3CCC4(CC3)OCCO4)CC2)cc1 (stereo not given),6.7%,4.5%
CC(=O)c1c(C)n(CC2CCCO2)c2ccc(O)cc12 (stereo not given),5.8%,-6.9%
Cc1[nH]c2ccccc2c1C1=CCNCC1,-11.4%,5.6%
CN1C2CCC1CC(OC(=O)CCN1CCCC1)C2 (stereo not given),5.7%,-0.2%
COc1ccc(CCNCc2ccc(Cl)cc2)cc1,-3.7%,1.2%
COC(C(=O)Nc1ccc(Br)cc1C(=O)c1ccccc1)c1ccccc1 (stereo not given),1.2%,2.4%
CCOP(=O)(OCC)C(NC(=O)C(C)C)C(Cl)(Cl)Cl (stereo not given),-4.5%,x
CCOP1(=S)Oc2cc3c(cc2C(C(=O)OC)(C(F)(F)F)O1)OCO3 (stereo not given),4.0%,0.2%
CCCN1C2CCCC1CC(NC(C)=O)C2 (stereo not given),-0.9%,-10.2%
O=C1/C(=C/c2ccccc2O)N2CCC1CC2,-6.2%,3.5%
Cc1ccc(C=C2C(=O)NC(=O)NC2=O)o1,3.0%,3.8%
CCC(COC(=O)NC)NC(=O)Oc1cccc(C)c1 (stereo not given),1.4%,x
CCCCCCOc1ccc(CN2CCN(CC)CC2)cc1,-5.8%,x
O=C(CSc1ccccc1)N1CCC2(CC1)OCCO2,0.6%,-11.2%
CCCC1=C(C(=O)OCC)C2(C(=O)Nc3ccc(C)cc32)C(C#N)=C(N)O1 (stereo not given),-0.5%,1.6%
O=C(Cc1ccccc1)OCCNC(=O)c1cccnc1,1.9%,x
CC1CN=C(Nc2ccccc2)S1 (stereo not given),2.0%,-1.7%
O=C(c1cc(S(=O)(=O)N2CCCCC2)ccc1F)N1CCC2(CC1)OCCO2,0.5%,x
Cc1ccc2c(c1)[C@@H]1CN(C)CC[C@@H]1N2C(=O)Nc1cccc(C(F)(F)F)c1,-0.8%,-7.2%
CCOc1ccc(N2C(=O)/C(=C/c3ccc(C)o3)C(=O)NC2=S)cc1,-26.6%,13.5%
Cc1occc1C(=O)N1CCC2(CC1)OCCO2,3.7%,3.4%
CCCCn1c(O)c(C(CC)=NCCCN(C)C)c(=O)[nH]c1=O,4.2%,-1.1%
COC(=O)C1C2c3ccccc3OC1(C)N=c1s/c(=C/c3cnn(C)c3C)c(=O)n12 (stereo not given),-1.5%,-4.5%
O=C(COc1ccc(Cl)cc1)N1CCN(Cc2ccc([N+](=O)[O-])cc2)CC1,-5.2%,-0.9%
Cc1ccc(C(=O)Nc2ccc(-n3ccnc3P(=O)(O)c3ccccc3)cc2)cc1,-0.9%,x
COc1cccc(-n2c(O)c(C=NCc3ccc4c(c3)OCO4)c(=O)[nH]c2=O)c1,0.7%,x
Cc1ccc2c(c1)CNc1ccccc1O2,-4.5%,3.0%
Clc1ccc(OCCCn2ccnc2)cc1,-1.0%,-2.5%
C=CCc1cc(/C=C2/C(=O)NC(=O)N(c3ccc(C(C)C)cc3)C2=O)cc(OC)c1O,41.0%,3.5%
CCOc1ccccc1-n1c(O)c(C=Nc2ccc(N(CC)CC)cc2)c(=O)[nH]c1=O,-8.0%,0.5%
CSC1=NP(=S)(SC)N(C)c2nc3n(c21)CCC3 (stereo not given),4.4%,-11.0%
CN(C)c1ccc(N=Cc2c(O)n(CCC3=CCCCC3)c(=O)[nH]c2=O)cc1,-29.9%,5.6%
COc1cccc(Oc2c(C)oc3cc(OC(=O)N(C)C)ccc3c2=O)c1,-1.6%,-1.2%
O=c1c2ccccc2nc(/C=C/c2cccc(Br)c2)n1-c1ccccc1O,2.1%,-1.4%
COc1ccc(OCC(=O)N2CCN(C(C)C)CC2)cc1,8.2%,x
CCN1CCN(C(=O)COc2ccc(S(=O)(=O)N(C)Cc3ccccc3)cc2)CC1,2.2%,-5.9%
CN1C(=O)NC(=O)/C(=C\c2ccc(OCc3ccc(C(=O)O)cc3)c(Br)c2)C1=O,-3.5%,-0.1%
Cc1cc(OCC(=O)NC2CCS(=O)(=O)C2)c2c3c(c(=O)oc2c1)CCC3 (stereo not given),1.4%,-2.7%
COc1ccccc1N1CCN(Cc2ccc(Br)s2)CC1,-0.3%,-17.0%
O=[N+]([O-])c1nonc1NCn1nnc2ccccc21,4.7%,-2.1%
O=c1[nH]c(=O)n(Cc2ccco2)c(O)c1C=NCc1ccc2c(c1)OCO2,-0.2%,-5.7%
OC12CCCCC1C(c1ccccc1)NCC2 (stereo not given),0.5%,-8.0%
Cc1ccc(-c2nc3ccccc3c(=O)n2-n2cccc2)cc1,7.7%,-4.3%
CSc1ccc(CN2CCN(C(=O)COc3ccc(Cl)cc3)CC2)cc1,0.9%,-0.2%
OCCOCC#CCN1CCOCC1,-3.0%,-2.9%
COCc1c(CN)cnc(C)c1N,-3.1%,-12.7%
COc1ccc(CCN(C)Cc2ccncc2)cc1OC,2.0%,-2.4%

# Brought forward from above: 5 entries, then new ones.
SMILES,Hsp70 displacement,Rat MKP-3 inhibitors
Cc1ccc(-c2nc3ccccc3c(=O)n2-n2cccc2)cc1,7.7%,-4.3%
CSc1ccc(CN2CCN(C(=O)COc3ccc(Cl)cc3)CC2)cc1,0.9%,-0.2%
OCCOCC#CCN1CCOCC1,-3.0%,-2.9%
COCc1c(CN)cnc(C)c1N,-3.1%,-12.7%
COc1ccc(CCN(C)Cc2ccncc2)cc1OC,2.0%,-2.4%
CN(C)c1ccc(/C=C2\C(=O)NC(=O)N(c3ccccc3Cl)C2=O)cc1,-0.9%,-0.8%
CC(C)N1CCN(c2nc3ncnc(N)c3[nH]2)CC1,2.8%,0.1%
Cc1ccc(C(=O)C2CN3CCC2CC3)cc1 (stereo not given),2.7%,1.1%
CC1=NN(c2ccccc2)C(=O)C1/C=C1\C(=O)NC(=O)N(c2ccc(C)c(C)c2)C1=O (stereo not given),-3.2%,x
O=C(CSCc1nc2ccccc2c(=O)n1-c1ccccc1Cl)Nc1ccccc1,-2.2%,3.3%
CCn1ncc(/C=C2/CC3C4CC=C5CC(O)CCC5(C)C4CCC3(C)C2=O)c1C (stereo not given),1.1%,x
COc1ccc(-n2c(SC)nc3ccccc3c2=O)cc1,8.5%,1.0%
O=c1[nH]c(O)c(C=NC2CCN(Cc3ccccc3)CC2)c(=O)[nH]1,-6.8%,-0.9%
c1ccc2c(CNC3CCCCCC3)c[nH]c2c1,9.9%,x
COc1ccc(CN2CCN(c3ccccc3F)CC2)c(OC)c1,x,-0.2%
COc1cccc(CN2CCN(C(=O)COc3ccc4ccccc4c3)CC2)c1,0.1%,-4.1%
O=C(N1CCN(c2ccccc2Cl)CC1)C(O)(c1ccccc1)c1ccccc1,0.1%,3.7%
CC(C(=O)c1ccc(Cl)cc1Cl)n1cncn1 (stereo not given),-3.7%,-1.1%
CCOP(=S)(OCC)SCOC(=O)NCC(=O)OC,5.9%,-14.4%
Nc1c(C(=O)OCc2ccccc2)c2nc3ccccc3nc2n1Cc1cccs1,3.2%,x
CCN1C(=O)/C(=C/c2ccc(OC)c3ccccc23)C(=O)NC1=S,0.0%,2.2%
COc1ccc(NC2=NCC(C)S2)cc1 (stereo not given),4.1%,1.7%
Cn1c2ccccc2c2c(C(=O)N3CCC4(CC3)OCCO4)cn(C3CCCC3)c(=O)c21,x,8.2%
CNP1(NC)=NC(C(F)(F)F)=NC(C(F)(F)F)=N1,-1.3%,-2.5%
CCOc1ccc(Cc2c(O)[nH]c(=O)[nH]c2=O)cc1,1.3%,-4.5%
Fc1ccccc1N1CCN(Cc2ccc3c(c2)OCO3)CC1,-0.6%,-0.6%
CC12CCCCC1N(O)CN2O (stereo not given),2.6%,-6.1%
Cc1nc2ccc(Cl)cn2c1P(=S)(N1CCOCC1)N1CCOCC1,15.8%,2.4%
Cc1ccc(N2C(=O)NC(=O)/C(=C\c3ccccc3OCc3ccc(C(=O)O)cc3)C2=O)cc1,-1.4%,2.8%
CCOc1ccccc1-n1c(O)c(C=Nc2c(C)n(C)n(-c3ccccc3)c2=O)c(=O)[nH]c1=O,1.0%,1.8%
Cc1ccccc1-n1c(-c2cccs2)nc2ccccc2c1=O,2.8%,1.7%
O=Cc1cn(Cc2ccc(Br)cc2)c2ccccc12,0.5%,0.8%
CCOC(=O)N1CCN(C(C)C(=O)c2c[nH]c3ccccc23)CC1 (stereo not given),-0.3%,-0.3%
CC(C)CCNC(=O)c1c(N)n(Cc2ccc3c(c2)OCO3)c2nc3ccccc3nc12,0.7%,x
